Compound activity as filed in PubChem.
sPLA2-III inh – human group III sPLA2 inhibitors, primary screen, biochemical, QFRET, BODIPY PC-A2 liposome substrate. Group 3 secretory phospholipase A2 (Homo sapiens), Q9NZ20. QFRET BODIPY PC-A2 liposome hydrolysis, fluorescence. inhibition, % at 12.2 µM. 0.56% of 370,000 active. AID 743126, 2013;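 active = inhibition above mean plus 3 SD of compounds lying within the high and low control bounds, cut at about 19% in these data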;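 also: 0% = median of test compound wells and 100% = no enzyme DMSO wells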
ASAP1 inh – inhibitors of human ASAP1 ArfGAP activity, primary screen, biochemical, fluorescence polarization; Arf-GAP with SH3 domain, ANK repeat and PH domain-containing protein 1 (Homo sapiens), …; inhibition, % at 16.5 µM; 0.19% of 360,000 active; ASAP1-stimulated ARF1 GTP hydrolysis, GDP FP detection; in the data active = inhibition above about 25%;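 also: 0% = vehicle with enzyme and substrate and 100% = no enzyme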
Target sequence (Q9ULH1 325-724 limits assumed): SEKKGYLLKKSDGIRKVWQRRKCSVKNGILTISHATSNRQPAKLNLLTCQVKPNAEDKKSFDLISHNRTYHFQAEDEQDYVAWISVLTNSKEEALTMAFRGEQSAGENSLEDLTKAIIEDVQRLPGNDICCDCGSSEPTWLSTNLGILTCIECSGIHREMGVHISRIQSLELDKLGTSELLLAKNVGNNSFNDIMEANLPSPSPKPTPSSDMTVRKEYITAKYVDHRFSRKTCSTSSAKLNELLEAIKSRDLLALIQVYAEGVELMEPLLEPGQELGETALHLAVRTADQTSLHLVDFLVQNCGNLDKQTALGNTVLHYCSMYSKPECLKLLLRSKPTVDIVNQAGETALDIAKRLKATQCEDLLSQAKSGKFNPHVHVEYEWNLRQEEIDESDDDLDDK
DDE Tn7 FP inh – inhibitors of Tn7 peptide binding to fibrin DD(E), primary screen, biochemical, fluorescence polarization, human fibrin, Tn7 probe. FP displacement of FITC-Tn7 peptide from fibrin DD(E); 0% = median of compound wells per plate. 0.13% of 370,000 active. inhibition, % at 8.3 µM. Fibrinogen beta chain (Homo sapiens), P02675. AID 720508, 2013;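 active = inhibition above the mean of compounds falling within the control limits plus 3 SD of them, cut at about 14% in these data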;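 also: 0% = plate median of compound wells and 100% = 10 µM Aha-Tn7 peptide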
Target sequence (P02675 whole entry, looked up): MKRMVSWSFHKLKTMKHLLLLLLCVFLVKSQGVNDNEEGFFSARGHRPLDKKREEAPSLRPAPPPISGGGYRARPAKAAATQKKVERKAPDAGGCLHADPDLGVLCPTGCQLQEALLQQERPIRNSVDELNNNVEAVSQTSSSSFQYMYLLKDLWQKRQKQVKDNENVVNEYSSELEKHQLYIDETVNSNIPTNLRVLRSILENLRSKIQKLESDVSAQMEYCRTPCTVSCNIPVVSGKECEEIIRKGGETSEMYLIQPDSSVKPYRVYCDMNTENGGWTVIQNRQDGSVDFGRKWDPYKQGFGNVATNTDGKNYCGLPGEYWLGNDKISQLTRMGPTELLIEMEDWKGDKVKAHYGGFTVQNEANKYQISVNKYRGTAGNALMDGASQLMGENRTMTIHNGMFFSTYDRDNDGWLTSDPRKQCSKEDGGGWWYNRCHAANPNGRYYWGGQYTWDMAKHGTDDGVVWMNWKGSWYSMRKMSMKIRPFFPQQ
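Test system: human clot-derived fibrin DD(E) complex / Quantity: 2 µM final DD(E) protein / Incubation: 10 min plus 3 h, room temperature / Measured by: fluorescence polarization / Benchmarks: high control of 10 µM Aha-Tn7 peptide / Replicates: singlicate testing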
PLCg1 inh – PLC-gamma1 enzyme inhibitors, primary screen, biochemical, fluorescence, purified enzyme; 1-phosphatidylinositol 4,5-bisphosphate phosphodiesterase gamma-1 (Homo sapiens), P19174; fluorogenic substrate; inhibition, % at 12.2 µM; 0.84% of 370,000 active; in the data active = inhibition above about 9.5%
PLCb3 inh – human PLC-beta3 inhibitors, primary screen, biochemical, fluorescence. 1-phosphatidylinositol 4,5-bisphosphate phosphodiesterase beta-3 (Homo sapiens), Q01970. Purified PLC-beta3, fluorogenic substrate. inhibition, % at 12.2 µM. 0.18% of 370,000 active. AID 720704, 2013; in the data active = inhibition above about 11%;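 also: 0% = median of compound wells on plate and 100% = full blocker control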
UHRF1 MBD2 ctr – UHRF1 methylated DNA binding inhibitors, primary screen, counter-screen for MBD2 inhibitor project, biochemical, TR-FRET, human UHRF1, single concentration; UHRF1 binding to methylated oligo; inhibition, % at 4.4 µM; 0.75% of 370,000 active; AID 687016, 2013; in the data active = inhibition above about 21%;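 also: UHRF1 SRA domain binding a hemimethylated CpG hairpin DNA probe; 0% = median of test compound wells and 100% = reference inhibitor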
Rev-erbA mod – modulators of Rev-erb alpha DNA binding, primary screen, biochemical, FITC-DNA, fluorescence polarization, uHTS; 0.79% of 370,000 active; Rev-erbα–FITC-DNA binding, 90 min; Nuclear receptor subfamily 1 group D member 1 (Homo sapiens), P20393; activity, % at 10 µM;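 active = activity above about 14%, limit read from the data; passing the limit was not always enough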;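 also: 0% = DMSO wells with 35 nM protein and 100% = DMSO wells with 750 nM protein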
KLK7 zymogen act – proKLK7 zymogen activators, primary screen, biochemical, fluorescence intensity; 0.9% of 370,000 active; activation, % at 7 µM; purified proKLK7, EDANS-DABCYL substrate fluorescence; 100% is mature enzyme control, 0% vehicle;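 active = activation above the mean of all tested compounds plus 3 SD, computed per campaign excluding outliers beyond control limits, cut at about 13% in these data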
ARFGAP1 inhibitor – inhibitors of rat ARFGAP1 GAP activity, primary screen, biochemical, fluorescence polarization, GDP tracer | Arfgap1-stimulated ARF1 GTP hydrolysis, GDP FP detection | inhibition, % at 16.5 µM | 0.26% of 360,000 active | AID 651572, 2012;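 active = inhibition above a per-plate limit, mean inhibition of low control wells plus 3 SD, cut at about 25% in these data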;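 also: 0% = DMSO wells with enzyme and 100% = wells lacking Arfgap1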
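Assay system: Rat Arfgap1 GAP domain (His6, aa 1-136), purified enzyme | Buffer or medium: HEPES 25 mM pH 7.5, NaCl 150 mM, MgCl2, DTT | Schedule: GTP hydrolysis reaction 2 h at 25 °C | Signal: FP of antibody-bound GDP Alexa 633 tracer, ex 620/em 688 nm | Measure: Percent inhibition of Arfgap1-stimulated GTP hydrolysis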
DDE Tn6 FP inh – inhibitors of Tn6 peptide binding to fibrin DD(E), primary screen, biochemical, fluorescence polarization, human fibrin, Tn6 probe; Fibrinogen beta chain (Homo sapiens), P02675; 0.21% of 370,000 active; Fibrin DD(E) TRITC-Tn6 fluorescence polarization displacement; inhibition, % at 8.3 µM;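 active = inhibition above a per-campaign cutoff: mean of compounds within control limits plus 3 SD, cut at about 15% in these data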;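 also: 0% = median of all compound wells on the plate and 100% = blocking peptide control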
* hit, by the source's call; i = inactive; · = not tested or not shown.

SMILES	sPLA2-III inh	ASAP1 inh	DDE Tn7 FP inh	PLCg1 inh	PLCb3 inh	UHRF1 MBD2 ctr	Rev-erbA mod	KLK7 zymogen act	ARFGAP1 inhibitor	DDE Tn6 FP inh
O=C(N/C(=C\c1ccco1)C(=O)N1CCOCC1)c1ccccc1Cl	15	4	0	-11	-25	2	11	0.7	21	-4
O=C1CCCc2oc3c(c21)CCCC3	15	-3	-2	4	-2	23*	-1	-0.1	18	-5
CC(=O)Nc1cccc(NC(=O)CSc2ncc(C(=O)Nc3ccccc3)c(=O)n2C)c1	-11	-2	-4	2	-12	0	3	100*	-9	-7
Cc1ccc(N(CC(=O)NCCSc2ccccn2)S(=O)(=O)c2ccc(F)cc2)cc1	-1	0	9	0	1	3	3	0.2	-3	3
CN1C(=O)[C@@]2(C3=C(CCCC3=O)OC3=C2C(=O)CC(C)(C)C3)c2ccccc21	2	-1	-3	3	2	0	-3	0.3	7	-7
CC(=O)Cn1c(CN2CC(C)CC(C)C2)nc2c1c(=O)n(C)c(=O)n2C (centres undefined)	1	-6	4	3	0	1	5	-0.2	-4	-1
CCN1CCN(C(=O)c2cc(COc3ccc4ncccc4c3)on2)CC1	-5	-19	-3	1	-1	-1	-4	0.1	-8	3
Cc1cc(F)ccc1S(=O)(=O)Nc1ccc(O)c(Sc2ncn[nH]2)c1	-82	2	3	0	-7	-2	1	-0.5	3	-2
CC(C)C[C@@H](COCc1ccc(Cl)cc1)N1CCN(C(=O)c2ccc(Cl)cc2Cl)CCC1=O	-3	-1	2	1	2	-1	-1	0.3	-2	2
NC(=O)c1nsc(C(=O)N(c2cccc(F)c2)C(C(=O)NC2CCCC2)c2ccco2)c1N (centres undefined)	6	-5	-3	-20	-38	-2	1	0.2	8	3
O=C(Nc1cccnc1)Nc1cc(Cl)cc(Cl)c1	-12	1	3	2	1	6	1	-0.2	4	-24
COc1ccc(C(=O)C2CCCN(C(=O)c3cnsn3)C2)c(C)c1 (centres undefined)	-1	-3	3	-1	-64	0	-1	0.1	4	6
O=C(O)Cn1nnc(-c2ccc(OCc3ccccc3)cc2)n1	-3	-3	9	-7	-11	3	-3	0.8	7	3
CS(=O)(=O)N(C(=O)NC(=O)NC1CCS(=O)(=O)C1)C1CCCCC1 (centres undefined)	8	-13	3	-1	0	0	7	0.3	3	-1
O=C(COC(=O)c1ccco1)NCc1ccc2c(c1)OCO2	1	-6	-2	-2	-7	8	1	-0.5	2	13
CCN(CC)S(=O)(=O)c1ccc(OC)c(NC(=O)OCc2ccccc2)c1	1	1	10	1	-9	-1	-3	-0.2	-11	2
COc1ccccc1CNC(=O)[C@H](CCSC)NC(=O)[C@@H]1Cc2ccccc2CN1	0	4	1	3	2	0	-5	1.1	-5	11
O=S(=O)(CC1NCc2ccccc21)NC1CCCC1 (centres undefined)	10	·	1	-3	-4	-4	4	-0.4	·	-10
CCCCNC(=O)CC1SC(=NCC)N(CC)C1=O (centres undefined)	6	13	6	0	0	0	2	0.3	4	4
COc1cc2c(cc1OC)CN(C(=O)CSC1=NCCS1)CC2	11	0	-2	-14	-16	-1	2	1.1	5	-3
CCc1noc2c1/C(=N\O)CC(c1ccccc1)C2 (centres undefined)	-5	9	-7	-1	-4	3	-3	-0.8	-3	14
C=CCOc1ccc(Cl)cc1C(=O)O	4	12	4	6	-4	5	1	0.0	9	-8
CC12CCC(C(=O)N(NC(=O)c3ccccc3O)C1=O)C2(C)C (centres undefined)	0	-3	-7	-12	-9	3	4	-1.4	-5	-1
COc1cccc(-c2c(-c3cc(OC)cc(OC)c3)n(C)c3ccc(-c4ccc5cc[nH]c5c4)cc23)c1	11	5	3	-47	-70	1	0	-5.5	-5	-5
Cc1ccccc1C(=O)c1cccn1CC(=O)O	-1	-22	-9	-1	0	0	2	-0.9	3	3

Seven of the entries above in order of their number in DDE Tn6 FP inh, smallest number first:
SMILES	sPLA2-III inh	ASAP1 inh	DDE Tn7 FP inh	PLCg1 inh	PLCb3 inh	Rev-erbA mod	KLK7 zymogen act	ARFGAP1 inhibitor	DDE Tn6 FP inh
O=S(=O)(CC1NCc2ccccc21)NC1CCCC1 (centres undefined)	10	·	1	-3	-4	4	-0.4	·	-10
C=CCOc1ccc(Cl)cc1C(=O)O	4	12	4	6	-4	1	0.0	9	-8
CC(=O)Nc1cccc(NC(=O)CSc2ncc(C(=O)Nc3ccccc3)c(=O)n2C)c1	-11	-2	-4	2	-12	3	100*	-9	-7
Cc1cc(F)ccc1S(=O)(=O)Nc1ccc(O)c(Sc2ncn[nH]2)c1	-82	2	3	0	-7	1	-0.5	3	-2
CCN1CCN(C(=O)c2cc(COc3ccc4ncccc4c3)on2)CC1	-5	-19	-3	1	-1	-4	0.1	-8	3
COc1ccccc1CNC(=O)[C@H](CCSC)NC(=O)[C@@H]1Cc2ccccc2CN1	0	4	1	3	2	-5	1.1	-5	11
CCc1noc2c1/C(=N\O)CC(c1ccccc1)C2 (centres undefined)	-5	9	-7	-1	-4	-3	-0.8	-3	14

In another format: entries from further up
> CC(C)C[C@@H](COCc1ccc(Cl)cc1)N1CCN(C(=O)c2ccc(Cl)cc2Cl)CCC1=O
  sPLA2-III inh: -3 | ASAP1 inh: -1 | DDE Tn7 FP inh: 2 | PLCg1 inh: 1 | PLCb3 inh: 2 | UHRF1 MBD2 ctr: -1 | Rev-erbA mod: -1 | KLK7 zymogen act: 0.3 | ARFGAP1 inhibitor: -2 | DDE Tn6 FP inh: 2
> NC(=O)c1nsc(C(=O)N(c2cccc(F)c2)C(C(=O)NC2CCCC2)c2ccco2)c1N (centres undefined)
  sPLA2-III inh: 6 | ASAP1 inh: -5 | DDE Tn7 FP inh: -3 | PLCg1 inh: -20 | PLCb3 inh: -38 | UHRF1 MBD2 ctr: -2 | Rev-erbA mod: 1 | KLK7 zymogen act: 0.2 | ARFGAP1 inhibitor: 8 | DDE Tn6 FP inh: 3

The listing picks up, starting two compounds before the break.
SMILES	sPLA2-III inh	ASAP1 inh	DDE Tn7 FP inh	PLCg1 inh	PLCb3 inh	UHRF1 MBD2 ctr	Rev-erbA mod	KLK7 zymogen act	ARFGAP1 inhibitor	DDE Tn6 FP inh
COc1cccc(-c2c(-c3cc(OC)cc(OC)c3)n(C)c3ccc(-c4ccc5cc[nH]c5c4)cc23)c1	11	5	3	-47	-70	1	0	-5.5	-5	-5
Cc1ccccc1C(=O)c1cccn1CC(=O)O	-1	-22	-9	-1	0	0	2	-0.9	3	3
CCn1c(NCc2ccccc2Cl)nc2ccccc21	4	-9	5	0	-3	-1	1	0.0	1	-3
O=C(CCS(=O)(=O)c1ccc(Cl)cc1)N1CCN(c2ccccc2F)CC1	3	1	-6	4	-1	0	3	0.1	-3	-2
Nc1nc(-n2cnnc2)nn1-c1ccccc1	8	1	5	2	1	-2	1	-0.3	10	2
CCN1CCN(c2nc(-c3cccs3)nc3ccccc23)CC1	-1	5	1	-8	-5	-4	7	0.1	9	-1
C=C1CC2(OC1=O)c1ccccc1CCc1ccccc12	-2	14	-1	-3	-6	-2	-1	0.2	-2	3
CCn1c(SCC(=O)Nc2nc(C)c(C)s2)nnc1-c1ccco1	7	1	0	1	0	3	1	-0.5	3	1
CC(=O)CSc1nnc(C(F)(F)F)n1C	0	11	-2	2	-4	-3	5	0.1	-5	4
CC(=O)c1ccc(N2C(=NC(=O)COc3ccccc3)SC3CS(=O)(=O)CC32)cc1 (centres undefined)	-1	5	5	0	-6	4	-5	-0.1	-7	12
CCOC(=O)N1CCN(C(=O)/C(=C\c2cccs2)NC(=O)c2cccs2)CC1	6	15	-2	10*	1	6	2	0.8	-4	-3
CC(C)C(=O)N1CC(=O)Nc2ccc(F)cc2C1c1ccc(F)cc1 (centres undefined)	-3	9	-6	0	-5	3	2	0.1	5	0
COc1ccc(OC)c(NC(=O)CCCNC(=O)c2ccc(Cl)cc2)c1	0	-5	3	2	0	0	-1	0.2	3	-1
CC(=O)NC(CC(=O)NC1CCCCC1)c1ccccc1 (centres undefined)	0	4	5	1	2	2	3	0.0	4	2
CSc1ccccc1NC(=S)Nc1cccc(C(F)(F)F)c1	4	-8	8	-1	2	1	2	0.4	4	-9
COc1cc2sc3cc(NCC[C@@H]4CCCN4C)ccc3c(=O)c2cc1OC	-7	20	-7	-474	i	0	-31	21*	27*	-4

Record cards (already shown). Order of screens: sPLA2-III inh, ASAP1 inh, DDE Tn7 FP inh, PLCg1 inh, PLCb3 inh, UHRF1 MBD2 ctr, Rev-erbA mod, KLK7 zymogen act, ARFGAP1 inhibitor, DDE Tn6 FP inh
CC(=O)CSc1nnc(C(F)(F)F)n1C in the list: 0, 11, -2, 2, -4, -3, 5, 0.1, -5, 4
NC(=O)c1nsc(C(=O)N(c2cccc(F)c2)C(C(=O)NC2CCCC2)c2ccco2)c1N (centres undefined) in the list: 6, -5, -3, -20, -38, -2, 1, 0.2, 8, 3
